Assay outcomes as filed in PubChem BioAssay.
M. tuberculosis HTS = M. tuberculosis growth inhibition, HTS (AID 449762); M. tuberculosis H37Rv growth inhibition, 7H9 media; higher % means a stronger effect; one-dose inhibition, % at 25 µM; IC50 in µM for titrated hits; 330,000 tested, 0.59% active; in the data active means a potency from the dose series; inconclusive means inhibition above about 70% without an active follow-up result;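 further: bacterial growth assessed after seven days of incubation; strong numbers were not always called active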
tuberculosis growth = growth inhibition of non-replicating M. tuberculosis (AID 488890) | Mycobacterium tuberculosis non-replicating, growth inhibition; higher % means a stronger effect | 320,000 tested, 0.39% active | one-dose inhibition, % at 25 µM; IC50 in µM for titrated hits; in the data active means a potency from the dose series; inconclusive means inhibition mostly from about 82% at the one dose, without a potency; inactive means the rest, 99 in 100 with inhibition below about 76%;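 further: plate controls were DMSO cells for no effect and high antibiotic wells for full effect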
VEEV TC-83 Vero = inhibitors of VEEV TC-83 cytopathic effect, confirmation, Vero cells (AID 588727). Vero cells, VEEV TC-83 cytopathic effect inhibition; higher % means a stronger effect. one-dose inhibition, % at 20 µM; IC50 in µM for titrated hits. 350,000 tested, 0.13% active; in the data active means a potency from the dose series; inconclusive means inhibition mostly from about 14% at the one dose, without a potency; inactive means the rest, 99 in 100 with inhibition below about 12%; further: strong numbers were not always called active
H1N1 NS1A inhibition = NS1A inhibition, H1N1 influenza, cell based functional assay (AID 504329) | NS1A functional cell-based assay, percent inhibition; higher % means a stronger effect | inhibition, % at 12.5 µM; hits with a dose series show IC50 in µM | 340,000 tested, 0.3% active; in the data active means a potency from the dose series; inconclusive means inhibition above about 27% without an active follow-up result; further: strong numbers were not always called active
PhoP GFP inhibition = PhoP regulon inhibitors, Salmonella typhi PhoP promoter GFP reporter, confirmatory (AID 1850); Salmonella Typhi PhoP-promoter GFP reporter, fluorescence, 4 h; higher % means a stronger effect; inhibition, % at 50 µM, or IC50 in µM where a hit was titrated; 310,000 tested, 0.33% active; in the data active means a potency from the dose series; inconclusive means inhibition mostly from about 25% at the one dose, without a potency; inactive means the rest, 99 in 100 with inhibition below about 19%;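 further: 0% = induced wells with vehicle and 100% = uninduced wells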
VEEV TC-83 Vero 10K pilot screen = also measured in VEEV TC-83 Vero; calls as there; inhibition, %; measured here: 10K pilot screen inhibition
Active calls of the source: *; i = inactive; ? = inconclusive; · = not tested or not shown.

SMILES | M. tuberculosis HTS | tuberculosis growth | VEEV TC-83 Vero | H1N1 NS1A inhibition | PhoP GFP inhibition | others
CC(C)N1CCC(n2nccc2NC(=O)c2ccc3c(c2)OCO3)CC1 | -12% | -10% | 0.8% | -10% | -2%
Cc1[nH]c(=O)c(C#N)c(C)c1Cl | 1% | 4% | 2.2% | 14% | -9%
O=C(COC(=O)c1cnccn1)Nc1c(Cl)cc(Cl)cc1Cl | 3% | 7% | 0.2% | 5% | ·
Cc1nn(-c2ccc(N3CCOCC3)nn2)c(C)c1CCC(=O)Nc1ccc(F)cc1 | 4% | -7% | 1.2% | -7% | -10%
O=C(O)c1ccccc1C(=O)N1CCN(c2cccc(Cl)c2)CC1 | -1% | 1% | i | 4% | -1%
O=C(Nc1ccccc1)O/N=C/c1ccc(F)cc1 | 0% | 24% | i | 22% | 12%
Cc1ccc(N(CC(=O)N/N=C/c2ccco2)S(=O)(=O)c2ccccc2)cc1 | 2% | 20% | i | 6% | 17%
COc1ccc(-c2ccc(-c3noc(C4CCCCC4)n3)c(OC)n2)cc1 | ? | -5% | i | -3% | -11%
CN(C)/C(Cn1cncn1)=C1/N=C(c2c(F)cccc2F)OC1=O | -1% | -9% | i | -6% | 3%
CC(=O)Nc1ccc(S(=O)(=O)Nc2ccc(-n3cnnn3)cc2)cc1 | -8% | -7% | 2.0% | -10% | ·
COc1cc(C(=O)OCC(=O)N2CCCC2=O)cc(OC)c1C | -2% | 13% | 6.1% | 7% | ·
Cc1ccc(S(=O)(=O)N2CCSC2C(=O)O)cc1 (stereo unspecified) | 0% | 1% | i | -10% | 0%

The closing 4 entries of the section before open the next one.
SMILES | M. tuberculosis HTS | tuberculosis growth | VEEV TC-83 Vero | H1N1 NS1A inhibition | PhoP GFP inhibition | others
CN(C)/C(Cn1cncn1)=C1/N=C(c2c(F)cccc2F)OC1=O | -1% | -9% | i | -6% | 3%
CC(=O)Nc1ccc(S(=O)(=O)Nc2ccc(-n3cnnn3)cc2)cc1 | -8% | -7% | 2.0% | -10% | ·
COc1cc(C(=O)OCC(=O)N2CCCC2=O)cc(OC)c1C | -2% | 13% | 6.1% | 7% | ·
Cc1ccc(S(=O)(=O)N2CCSC2C(=O)O)cc1 (stereo unspecified) | 0% | 1% | i | -10% | 0%
C=CCn1c(=O)c2c(nc3n2CC(C)CN3c2cccc(OC)c2)n(C)c1=O (stereo unspecified) | 0% | -4% | 7.3% | -2% | 11%
Cc1oc(-c2ccc(Cl)cc2)nc1CN1CCC(C(=O)NCc2cccs2)CC1 | 2% | 44% | 2.1% | 2% | 10%
Cc1ccc(C(=O)Nc2ccc(Cl)cc2C)c(Cl)c1 | ? | 11% | i | -3% | 0%
CCOC(=O)N/N=C(\C)c1ccc(C)o1 | -2% | 3% | i | 7% | -8%
CSCC[C@H](NC(=O)N1CCn2c1nc1ccccc12)C(=O)NCc1ccc2c(c1)OCO2 | -2% | -1% | 2.0% | -2% | 7%
CCCn1c(SCC(=O)N2c3ccccc3CC2C)n[nH]c1=O (stereo unspecified) | · | · | 4.0% | -11% | ·
O=C(Nc1ccc2c(c1)OCO2)C1CCCN1C(=O)Nc1cccc(F)c1 (stereo unspecified) | 8% | 2% | 0.1% | -2% | 6%
O=S(=O)(CCc1ccncc1)Cc1ccc2c3c(cccc13)CC2 | 0% | 2% | i | -2% | -17%
CC(=O)Oc1cccc(C(=O)Nc2ccccc2NC(=O)c2cccc(OC(C)=O)c2)c1 | 11% | -15% | 0.7% | -2% | -9%
O=C(CN(c1ccc(F)cc1)S(=O)(=O)c1ccccc1)N1CCOCC1 | -8% | 0% | 3.3% | -7% | -9%
CCCCOc1ccc(C(O)(CCN2CCOCC2)c2ccccc2)cc1 (stereo unspecified) | -4% | 62% | 0.8% | -6% | 5%
Cc1ccc(OCC(O)Cn2c(=N)n(CCN3CCOCC3)c3ccccc32)cc1 (stereo unspecified) | -3% | 7% | 0.2% | 2% | 14%

Filtered by structure, the entries above with a COOH group
SMILES | M. tuberculosis HTS | tuberculosis growth | VEEV TC-83 Vero | H1N1 NS1A inhibition | PhoP GFP inhibition | others
O=C(O)c1ccccc1C(=O)N1CCN(c2cccc(Cl)c2)CC1 | -1% | 1% | i | 4% | -1%
Cc1ccc(S(=O)(=O)N2CCSC2C(=O)O)cc1 (stereo unspecified) | 0% | 1% | i | -10% | 0%

Carrying on:
SMILES | M. tuberculosis HTS | tuberculosis growth | VEEV TC-83 Vero | H1N1 NS1A inhibition | PhoP GFP inhibition | others
OC(CC(O)c1ccccc1)c1ccccc1 (stereo unspecified) | · | · | 1.1% | 2% | ·
COc1ccc(CN=C(N)N=C(N)N)cc1Cl | -6% | 13% | i | -6% | 0%
CCN(CC)C(=O)CSC(=Nc1ccccc1F)NC#N | 5% | -12% | 2.0% | -2% | -6%
COc1ccccc1/C=C/C=N/NC(=O)Cc1cccn1C | 0% | 1% | 0.2% | 6% | -11%
O=C(CC1SC(N2CCCCC2)=NC1=O)Nc1ccc(C(=O)NCc2ccccc2)cc1 (stereo unspecified) | 11% | -7% | 2.3% | -16% | ·
Nc1nnc(SCC(=O)Nc2ccc3nc(SCC(=O)Nc4ccccc4)sc3c2)s1 | 4% | 53% | 1.1% | -2% | -1%
COc1ccc(-n2nnnc2SCC(=O)N2CCCC2)cc1OC | 1% | 1% | 0.8% | -2% | -6%
COc1ccc(CN2CCNC(=O)C2CC(=O)NC2CCOCC2)c(F)c1 (stereo unspecified) | -1% | -9% | 3.4% | -7% | -3%
CCCCCCCCSc1nnc(-c2ccc(OC)cc2)o1 | ? | ? | 0.3% | -17% | 13%
Cc1ccc(NS(=O)(=O)c2ccc(C(=O)NCCCN3CCCC3=O)cc2)cc1C | 3% | 5% | 3.8% | -2% | -3%
COc1cccc(OCC(=O)NNC(=O)c2ccc(-c3ccccc3)cc2)c1 | -2% | -11% | 1.3% | 8% | -3%
Cn1c(=O)oc2cc(S(=O)(=O)N3CCCC(C(=O)Nc4ccc5c(c4)OCCO5)C3)ccc21 (stereo unspecified) | -5% | · | 0.0% | -4% | -8%
CC(OC(=O)c1ccco1)C(=O)Nc1ncc(Cl)cc1Cl (stereo unspecified) | -8% | -12% | 2.2% | -4% | ·
C=Cc1ccc(CN2CCCN(Cc3ccc(Cl)cc3)S2(=O)=O)cc1 | -1% | -4% | 1.1% | -4% | 1%
CC(C)(C)NC(=O)COC(=O)/C=C/c1ccccc1[N+](=O)[O-] | -1% | 17% | 2.2% | -6% | 8%
CCN(CC(=O)Nc1ccc2c(c1)OCCO2)S(=O)(=O)c1cccs1 | -8% | 13% | 0.3% | 4% | -17%
Cc1cccc(OCCC(=O)NCC(c2ccco2)N2CCCCC2)c1 (stereo unspecified) | -15% | 16% | i | -3% | 6% | VEEV TC-83 Vero 10K pilot screen=0.9
Cc1cc(OC(=O)c2ccco2)c2c(C)cc(=O)oc2c1 | 3% | 7% | 0.1% | 19% | -9%
COc1ccccc1OCCCCn1ncc2ccc(OC)c(OC)c2c1=O | -1% | 4% | 0.3% | -3% | -3%
Nn1c(-c2cccc([N+](=O)[O-])c2)nc2ccccc2c1=O | 0% | -2% | i | 8% | -13%
COc1ccccc1C(=O)NCc1ccccn1 | 1% | 7% | 0.8% | -11% | -6%
C=CCn1c(CCC(O)COCCC)n[nH]c1=S (stereo unspecified) | -10% | -2% | 1.6% | -1% | -3%
CCOc1ccc(S(=O)(=O)N2CCOCC2)cc1NC(=O)CCOc1ccc(C(C)(C)C)cc1 | · | · | 0.4% | -1% | ·
Cc1cccc(C(=O)OCC(=O)NC2CC2)c1O | -2% | 9% | i | -3% | ·

The last seven records of the section before open the next one.
SMILES | M. tuberculosis HTS | tuberculosis growth | VEEV TC-83 Vero | H1N1 NS1A inhibition | PhoP GFP inhibition | others
Cc1cc(OC(=O)c2ccco2)c2c(C)cc(=O)oc2c1 | 3% | 7% | 0.1% | 19% | -9%
COc1ccccc1OCCCCn1ncc2ccc(OC)c(OC)c2c1=O | -1% | 4% | 0.3% | -3% | -3%
Nn1c(-c2cccc([N+](=O)[O-])c2)nc2ccccc2c1=O | 0% | -2% | i | 8% | -13%
COc1ccccc1C(=O)NCc1ccccn1 | 1% | 7% | 0.8% | -11% | -6%
C=CCn1c(CCC(O)COCCC)n[nH]c1=S (stereo unspecified) | -10% | -2% | 1.6% | -1% | -3%
CCOc1ccc(S(=O)(=O)N2CCOCC2)cc1NC(=O)CCOc1ccc(C(C)(C)C)cc1 | · | · | 0.4% | -1% | ·
Cc1cccc(C(=O)OCC(=O)NC2CC2)c1O | -2% | 9% | i | -3% | ·
COc1ccccc1NC(=O)COC(=O)/C=C/c1cccs1 | 8% | 75% | 1.4% | -8% | ·
CCCN(C(=O)c1cccc(S(=O)(=O)N2CCN(Cc3ccccc3)CC2)c1)C1CCS(=O)(=O)C1 (stereo unspecified) | -11% | -5% | i | 6% | 6%
COc1cc2c(cc1OC)[C@@H](Cc1ccc(OCCC#N)cc1)N(C)CC2 | 2% | 12% | 1.4% | -17% | 9%
CC(=O)N(/N=C/c1cccc(C)c1)c1nc(-c2ccc(Br)cc2)cs1 | -5% | -9% | 5.5% | 2% | -7% | VEEV TC-83 Vero 10K pilot screen=1.4
CCS(=O)(=O)c1ccc2oc(Nc3ccc(C(C)C)cc3)nc2c1 | 59% | 74% | 7.4% | 4% | -4%
Cc1cc(C)c2[nH]c(=O)c(C(c3nnnn3C(C)(C)C)N3CCN(C(=O)c4ccco4)CC3)cc2c1 (stereo unspecified) | 1% | 40% | 1.7% | 3% | -1%
NC(=S)Nc1ccc(F)cc1F | -7% | 17% | 1.9% | -3% | 7%
CC1CCCCN1C(=O)CCS(=O)(=O)c1cc2c(cc1Cl)NC(=O)CO2 (stereo unspecified) | -7% | 5% | 0.7% | 3% | -7%
CCOC(=O)c1cnn2c(C(F)(F)F)cc(-c3ccco3)nc12 | -5% | 0% | 2.8% | -2% | -10%
Cc1cc(-c2ccc(C(=O)O)s2)cnc1N | 9% | -4% | 0.1% | -11% | -11%
COc1ccc2cc(C(=O)NCc3ccco3)c(=Nc3ccc(C(=O)O)cc3)oc2c1 | -3% | 13% | 7.6% | -2% | -3%
COC(=O)c1ccc(C2/C(=C(/O)c3ccc(OC(C)C)cc3)C(=O)C(=O)N2c2cc(C)on2)cc1 (stereo unspecified) | -2% | 42% | 0.1% | 7% | -3%
O=C(NCc1ccccn1)c1ccc(S(=O)(=O)Nc2ccccc2F)cc1 | -6% | 24% | 1.7% | -7% | -7%
CC(C)C(NC(=O)C1CC(=O)N(Cc2ccccc2)C1)c1nc2ccccc2[nH]1 (stereo unspecified) | -5% | -5% | i | -14% | ·
CC1CC(C)CN(C(=O)c2cn(C)c3ccc(S(=O)(=O)N(C)C)cc3c2=O)C1 (stereo unspecified) | 1% | -30% | 2.1% | 2% | -1%
Cc1cc2c(c(=O)o1)C(c1ccc([N+](=O)[O-])o1)C(C#N)=C(N)O2 (stereo unspecified) | -8% | 44% | 0.1% | · | -15%
CSc1nnc(-c2ccc(C(F)(F)F)cn2)o1 | 5% | 21% | i | · | 9%
Cn1c(CN2CCCCC2)nc2cc(NS(=O)(=O)c3ccc(Cl)cc3)ccc21 | -2% | 36% | i | 1% | 32%
COC(=O)C1CCCN1S(=O)(=O)c1ccc([N+](=O)[O-])cc1 (stereo unspecified) | 6% | 23% | 0.1% | -9% | -1%
Cc1onc(-c2ccccc2Cl)c1C(=O)N1CCN(c2ccc(F)cc2)CC1 | 2% | -1% | 0.8% | 8% | 7%
Cc1ccc(CCNC(=O)CNS(=O)(=O)c2ccc3nc(C)sc3c2)cc1 | 9% | 4% | 1.4% | 2% | 10%
O=C(COC(=O)c1cncc(Br)c1)Nc1ccc(N2CCCCC2)cc1 | -5% | 65% | i | 7% | ·
CC(=O)Cc1nsc(NC(=O)c2cn(-c3ccccc3)nc2-c2ccc(Br)cc2)n1 | 7% | 2% | i | 3% | -6%
CCn1c2ccccc2c2cc(NC(=O)C(C)OC(=O)c3ccc(NC(=O)CC#N)cc3)ccc21 (stereo unspecified) | 4% | -15% | 1.9% | -2% | ·
CCn1c(C(Cc2ccccc2)NC(=O)COC)nc2ccccc21 (stereo unspecified) | -2% | 9% | 0.6% | 2% | 5%
CC(C)(C)OC(=O)N1CCOCCOCCNCCOCCOCC1 | 4% | 1% | 1.8% | -22% | 5%
